miR122 inh – miR-122 Renilla sensor signal increase in Huh7, primary screen, miR-122 inhibitor project, cell-based, single point, plate reader; Huh7 miR-122 Renilla luciferase sensor, 48 h; neutral wells = 0, positive control = 100; activation (reporter increase), % at 12.5 µM; 340,000 tested, 0.3% active; AID 602342, 2012;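 active = mean replicate activation score at least 90 and every replicate individually at or above 90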;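 note: higher luciferase means less miR-122 activity so hits act as miR-122 inhibitors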
PglD inh – C. jejuni PglD acetyltransferase inhibitors, primary screen, biochemical, DTNB colorimetric, single point; inhibition, % at 12.5 µM; purified PglD enzyme, DTNB colorimetric CoA detection; 360,000 tested, 0.098% active; UDP-N-acetylbacillosamine N-acetyltransferase PglD (Campylobacter jejuni); in the data active = inhibition above about 16%, passing the limit was not always enough; note: strong numbers were not always called active
PGC1a acetyl inh – inhibitors of PGC1a acetylation signal, primary screen, cell-based, U2OS, AlphaScreen, inhibitor mode. AlphaScreen anti-acetyl-lysine; with virally co-expressed GCN5 acetyltransferase. inhibition, % at 15.6 µM. 350,000 tested, 0.17% active. AID 651687, 2012;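 active = every replicate shows inhibition of at least 40%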;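 note: 0% = neutral control wells and 100% = positive control wells; some results beyond the cut were filed as inactive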
Cneo AK release – Cryptococcus neoformans cell lysis inducers, primary screen, AK release luminescence, single concentration; C. neoformans lysis, adenylate kinase release luminescence, 4 h; normalised: neutral wells 0, clomiphene wells 100; lysis activity, % at 15 µM; 360,000 tested, 0.2% active;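 active = mean lysis activity across replicates of at least 80%, whatever share of replicates individually reach that level; inactive = mean lysis activity below 80%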
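Test system: log-phase Cryptococcus neoformans yeast cells. Input: 5 × 10^6 yeast cells/mL. Medium: fresh YPD growth medium. Doses: single dose. Incubation: static 4 h at 37 °C with compound, 1 h detection. Measured by: luminescent adenylate kinase detection reagent. Read-out: signal increase indicating cell lysis. Benchmarks: Clomiphene.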
E-selectin induc – E-selectin induction in HUVECs, primary screen, imaging, HUVEC, immunofluorescence imaging, single point; 260,000 tested, 0.37% active; activation, % at 7.58 µM; normalized: neutral wells 0, TNF-alpha wells 100;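 active = mean E-selectin-positive cell signal at least 10% of the positive control, reached in at least 60% of replicates, without over 20% cell loss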;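 note: in these data hits start at about 27%; measured in HUVEC primary endothelial cells; signal is the percent of cells scored E-selectin positive by PE staining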
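Test system: HUVEC; input: 3,000 HUVEC/well; measured by: immunofluorescence imaging; read-out: % PE-positive cells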
RAD54 branch – inhibitors of human RAD54 branch migration, primary screen, biochemical, fluorescence, single point. RAD54 Holliday junction branch migration, FAM/BHQ fluorescence. DNA repair and recombination protein RAD54-like (Homo sapiens), Q92698. 360,000 tested, 0.14% active. inhibition, % at 10.4 µM. AID 602329, 2012;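 active = mean normalized replicate activity at least 40 and at least half of replicates scoring 40 or more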;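 note: 0% = median of neutral control wells and 100% = median of positive control wells; inhibitors cause a drop in the FAM fluorescence signal; in these data hits start at about 50%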
RAD52 anneal inh – RAD52 DNA annealing inhibitors, primary screen, biochemical, FRET, single point, set 2; recombinant RAD52 DNA annealing, FRET fluorescence; inhibition, % at 18.7 µM; 360,000 tested, 0.46% active; AID 651710, 2012;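 active = every replicate showing at least 50% inhibition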
ERAP1 inh – human ERAP1 aminopeptidase inhibitors, primary screen, biochemical, single point, plate reader; recombinant ERAP1, Leu-AMC fluorescence, 60 min; AID 652197, 2013; Endoplasmic reticulum aminopeptidase 1 (Homo sapiens), Q9NZ08; 340,000 tested, 0.15% active; inhibition, % at 10.7 µM;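 active = mean replicate inhibition of at least 30%, or all replicates individually reaching that 30% level; inactive = mean below 30% and not every replicate reaching it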;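 note: 0% = neutral control wells and 100% = L-leucinethiol positive control wells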
Target sequence (Q9NZ08 whole entry, looked up): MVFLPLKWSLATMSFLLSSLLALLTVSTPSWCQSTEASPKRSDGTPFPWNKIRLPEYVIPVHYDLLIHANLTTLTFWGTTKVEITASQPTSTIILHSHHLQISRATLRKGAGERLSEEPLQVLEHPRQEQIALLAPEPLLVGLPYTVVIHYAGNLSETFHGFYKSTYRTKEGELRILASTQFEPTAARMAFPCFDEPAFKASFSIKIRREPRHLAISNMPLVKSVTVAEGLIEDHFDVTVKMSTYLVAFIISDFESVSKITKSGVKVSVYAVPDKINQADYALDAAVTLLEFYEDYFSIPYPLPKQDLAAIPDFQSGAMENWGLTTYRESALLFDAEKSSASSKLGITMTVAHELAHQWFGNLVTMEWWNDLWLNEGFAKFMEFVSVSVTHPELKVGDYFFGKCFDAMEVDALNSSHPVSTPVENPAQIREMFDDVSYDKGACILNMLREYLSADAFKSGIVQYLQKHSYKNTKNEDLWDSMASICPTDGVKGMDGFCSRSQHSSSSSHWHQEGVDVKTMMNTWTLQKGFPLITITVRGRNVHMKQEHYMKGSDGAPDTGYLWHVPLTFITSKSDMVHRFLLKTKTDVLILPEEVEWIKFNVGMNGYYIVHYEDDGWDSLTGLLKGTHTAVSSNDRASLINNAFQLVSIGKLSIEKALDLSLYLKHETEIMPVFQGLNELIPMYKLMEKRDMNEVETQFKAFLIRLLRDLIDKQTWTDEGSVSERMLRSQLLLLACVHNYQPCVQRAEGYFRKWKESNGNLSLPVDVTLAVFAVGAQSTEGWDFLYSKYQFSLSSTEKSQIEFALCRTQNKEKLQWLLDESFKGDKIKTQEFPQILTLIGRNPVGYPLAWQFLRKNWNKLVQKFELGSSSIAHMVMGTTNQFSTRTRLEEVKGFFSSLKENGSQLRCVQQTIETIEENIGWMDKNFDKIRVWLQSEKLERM
* hit, by the source's call; [ ] = remark or other dose.

`N=c1c2c3c(sc2ncn1N)CCCCC3` gave miR122 inh 17, PglD inh 5, PGC1a acetyl inh 5, Cneo AK release 1 and RAD54 branch 6.
Screening N#C/C(=C/c1ccc(O)c(O)c1)C(=O)NCc1ccc(Cl)cc1 returned miR122 inh -7, PglD inh -3, Cneo AK release 0, E-selectin induc 3.2, RAD54 branch -8, RAD52 anneal inh -44 and ERAP1 inh 0.
For CCOC(=O)CC(=O)Nc1ncnc2c1C(c1ccccc1)c1c(ccc3ccccc13)O2 (stereo not given) the results were miR122 inh -2, PglD inh -3, PGC1a acetyl inh 8, Cneo AK release -2, E-selectin induc -0.1, RAD54 branch -6, RAD52 anneal inh -32 and ERAP1 inh 5.
Screening Cc1cccc2sc(N(CCN(C)C)C(=O)C3CCN(S(=O)(=O)c4cccs4)CC3)nc12 returned miR122 inh -2, PglD inh -9, PGC1a acetyl inh 2, Cneo AK release 3, RAD54 branch -10, RAD52 anneal inh 44 and ERAP1 inh -9.
CCOc1ccc(C2N(c3cc(C)on3)C(=O)C3CCCN32)cc1OC (stereo not given) was read as miR122 inh 3, PglD inh -4, PGC1a acetyl inh 5, Cneo AK release 0 and RAD54 branch -8.
Screening CC1(C)Cc2c(cnn2-c2ccc(F)cc2)C(NC(=O)CCN2CCCC2=O)C1 (stereo not given) returned miR122 inh -11, PglD inh 0, PGC1a acetyl inh 0, Cneo AK release 0, RAD54 branch 0, RAD52 anneal inh -8 and ERAP1 inh -1.
For Cc1cc(Cl)cc(Cl)c1OCCN1CCCC1 the results were miR122 inh -3, PglD inh 2, PGC1a acetyl inh 9, Cneo AK release 0, RAD54 branch 5, RAD52 anneal inh -5 and ERAP1 inh -4.
CCNC(=O)N1C(=O)C2(OCCO2)c2ccccc21 was read as miR122 inh -4, PglD inh -8, PGC1a acetyl inh -7, Cneo AK release 1 and RAD54 branch 5.
For C[C@@H]1CN([C@@H](C)CO)S(=O)(=O)c2ccc(C#CC3CC3)cc2O[C@@H]1CN(C)C(=O)c1ccccc1 the results were miR122 inh -13[16.7 µM], PglD inh 2, PGC1a acetyl inh -1, Cneo AK release 4, E-selectin induc -0.1, RAD54 branch 7, RAD52 anneal inh 8 and ERAP1 inh -1.
Screening Nc1nc(SCc2ccccc2)c2ncn(C3OC(CO)C(O)C3O)c2n1 (stereo not given) returned miR122 inh -5, PglD inh 3, PGC1a acetyl inh -8, Cneo AK release 0, E-selectin induc 0.3, RAD54 branch 8, RAD52 anneal inh -6 and ERAP1 inh 2.
Screening Cc1coc2c(C)c3oc(=O)c(CCC(=O)NCCC(=O)O)c(C)c3cc12 returned miR122 inh -5, PglD inh 3, PGC1a acetyl inh -3, Cneo AK release -1, E-selectin induc 0.0, RAD54 branch 6, RAD52 anneal inh -2 and ERAP1 inh -2.
For CC(=O)Nc1ccc(S(=O)(=O)N2CCN(C(=O)N3CCOCC3)CC2)cc1 the results were miR122 inh 2, PglD inh 7, PGC1a acetyl inh 7, Cneo AK release 2 and RAD54 branch -5.
`CCN(CC)CCNS(=O)(=O)c1ccc(Cl)cc1` gave miR122 inh -4, PglD inh -1, PGC1a acetyl inh -1, Cneo AK release 3 and RAD54 branch -21.
Screening CC(C)CNC(=S)NC(=O)c1ccc([N+](=O)[O-])cc1 returned miR122 inh 1, PglD inh 5, PGC1a acetyl inh 0, Cneo AK release 5 and RAD54 branch 4.
CC(NC(=O)c1ccc(C(C)(C)C)cc1)C(=O)O (stereo not given) was read as miR122 inh -7, PglD inh 1, PGC1a acetyl inh 4, Cneo AK release -1 and RAD54 branch 2.
Screening COc1ccc(Nc2nc3c(C)cccc3cc2C#N)cc1 returned PGC1a acetyl inh 5, E-selectin induc 0.8, RAD52 anneal inh -13 and ERAP1 inh -2.
Cn1cnc(CCNC(=O)C[C@H]2CC[C@@H]3[C@H](COC[C@H](O)CN3C(=O)Nc3ccc(F)cc3)O2)c1 was read as miR122 inh 1[16.7 µM], PglD inh 1, PGC1a acetyl inh 7, Cneo AK release -3, E-selectin induc 0.0, RAD54 branch 0, RAD52 anneal inh 8 and ERAP1 inh -2.
COc1ccc(NC(=O)c2sc(SCc3ccccc3)nc2N)cc1 was read as miR122 inh -1, PglD inh 3, PGC1a acetyl inh -1, Cneo AK release 5 and RAD54 branch 5.
For COc1ccc(NC(=O)N(C)C[C@H]2Oc3ccc(NC(=O)Nc4cccc5ccccc45)cc3CC(=O)N([C@H](C)CO)C[C@H]2C)cc1 the results were miR122 inh 3[16.7 µM], PglD inh 2, PGC1a acetyl inh -16, Cneo AK release -1, E-selectin induc 0.0, RAD54 branch 2, RAD52 anneal inh 11 and ERAP1 inh -5.
CC1(NC(=O)Cn2cc(C(F)(F)F)ccc2=O)CCS(=O)(=O)C1 (stereo not given) was read as miR122 inh -10, PglD inh 3, PGC1a acetyl inh -2, Cneo AK release 1, E-selectin induc 0.8, RAD54 branch 7, RAD52 anneal inh 1 and ERAP1 inh -1.
Screening Cc1cc2nccnc2cc1C returned miR122 inh -5, PglD inh -5, PGC1a acetyl inh 2, Cneo AK release -1, E-selectin induc -0.1, RAD54 branch 0, RAD52 anneal inh -10 and ERAP1 inh -1.
Screening C[C@@H]1CN([C@H](C)CO)C(=O)c2cc(NS(=O)(=O)c3ccc(Cl)cc3)ccc2O[C@H]1CN(C)Cc1ccc(C(=O)Nc2ccccc2N)cc1 returned PGC1a acetyl inh 7, E-selectin induc 0.4, RAD52 anneal inh 11 and ERAP1 inh -1.
Cc1ccc2[nH]c(=O)c(CN(C)C(=O)c3cccs3)cc2c1 was read as miR122 inh 1, PglD inh 4, PGC1a acetyl inh 7, Cneo AK release -2, RAD54 branch -3, RAD52 anneal inh -32 and ERAP1 inh -3.
For C[C@H]1CN([C@@H](C)CO)C(=O)CCCn2nncc2CO[C@H]1CN(C)Cc1cccc2c1OCCCO2 the results were miR122 inh 2[16.7 µM], PglD inh -1, PGC1a acetyl inh -3, Cneo AK release 10, E-selectin induc -0.3, RAD54 branch -1, RAD52 anneal inh 2 and ERAP1 inh -2.
For CC(=O)Oc1ccc2occ(C(=O)c3ccccc3)c2c1 the results were miR122 inh -12, PglD inh -2, PGC1a acetyl inh 6, Cneo AK release -3, E-selectin induc -0.1, RAD54 branch 11, RAD52 anneal inh -11 and ERAP1 inh 4.
For O=C(NC(=S)Nc1ccccc1)c1ccc(Br)o1 the results were miR122 inh 7, PglD inh 9, PGC1a acetyl inh -2, Cneo AK release 3, E-selectin induc -0.1, RAD54 branch 2, RAD52 anneal inh -38 and ERAP1 inh 5.
`Cc1csc(NC(=O)c2cc(C)nc3ccccc23)n1` gave PGC1a acetyl inh 7, E-selectin induc 0.3, RAD52 anneal inh -8 and ERAP1 inh 0.
`COc1ccc(NC(=O)c2ccco2)cc1NC(=O)c1cccs1` gave miR122 inh 11, PglD inh -7, PGC1a acetyl inh 6, Cneo AK release -2 and RAD54 branch -8.
CCn1cc(C(=O)OCC(=O)N(C)Cc2ccccc2)c(=O)c2ccc(C)nc21 was read as PGC1a acetyl inh -3, E-selectin induc 0.6, RAD52 anneal inh -2 and ERAP1 inh 17.
`C[C@@H]1CN([C@H](C)CO)C(=O)c2cccc(NC(=O)C3CC3)c2O[C@@H]1CN(C)S(C)(=O)=O` gave miR122 inh -2[16.7 µM], PglD inh -3, PGC1a acetyl inh 8, Cneo AK release -1, E-selectin induc -0.2, RAD54 branch 5, RAD52 anneal inh 4 and ERAP1 inh 4.
Screening Cc1cccc(NC(=O)c2ccc(-n3cccn3)c([N+](=O)[O-])c2)c1 returned miR122 inh 12, PglD inh 2, PGC1a acetyl inh 0, Cneo AK release -1 and RAD54 branch -10.
Cc1ccc(S(=O)(=O)N[C@@H]2C=C[C@H](CC(=O)NCCCN(C)C)O[C@@H]2CO)cc1 was read as PglD inh 1, PGC1a acetyl inh 6, Cneo AK release 2, E-selectin induc -0.8, RAD54 branch 4, RAD52 anneal inh -7 and ERAP1 inh -2.
COCCCN(CC(=O)O)S(=O)(=O)c1cccc(Cl)c1 was read as miR122 inh 4, PglD inh -1, Cneo AK release 1, E-selectin induc 0.1, RAD54 branch 5, RAD52 anneal inh -6 and ERAP1 inh -1.
Screening COc1ccc(Cl)cc1NC(=S)Nc1ccccc1F returned miR122 inh -4, PglD inh -3, PGC1a acetyl inh 7, Cneo AK release -1, RAD54 branch -2, RAD52 anneal inh -15 and ERAP1 inh -2.
`CS(=O)(=O)Cc1ccc(C(=O)N2CCCC2c2cccs2)cc1` (stereo not given) gave miR122 inh 1, PglD inh 7, PGC1a acetyl inh -5, Cneo AK release -1, RAD54 branch 4, RAD52 anneal inh -9 and ERAP1 inh -2.
CC1CCCN(S(=O)(=O)c2coc(C(N)=O)c2)C1 (stereo not given) was read as PglD inh -3, Cneo AK release -4, E-selectin induc -0.1, RAD54 branch 4 and RAD52 anneal inh -17.
`CN(Cc1ccon1)C(=O)CC1C(=O)NCCN1Cc1ccccc1C(F)(F)F` (stereo not given) gave miR122 inh -4, PglD inh 1, PGC1a acetyl inh -8, Cneo AK release 3, E-selectin induc 0.0, RAD54 branch -13, RAD52 anneal inh -26 and ERAP1 inh 2.
Screening N#C/C(=C\c1ccc(OC(=O)c2ccc(Br)s2)cc1)c1nc2ccccc2[nH]1 returned miR122 inh 7, PglD inh 1, PGC1a acetyl inh -5, Cneo AK release -2 and RAD54 branch -6.
Screening COc1ccc(CCNC(=O)c2ccc3c(=O)n4c(nc3c2)CCC4)cc1OC returned PglD inh 2, Cneo AK release 3, RAD54 branch 3, RAD52 anneal inh -9 and ERAP1 inh -1.
For C[C@@H]1CN([C@@H](C)CO)S(=O)(=O)c2ccc(C3=CCCCC3)cc2O[C@@H]1CN(C)Cc1cccnc1 the results were PglD inh 8, PGC1a acetyl inh -2, Cneo AK release 3, E-selectin induc 0.6, RAD54 branch 2, RAD52 anneal inh 16 and ERAP1 inh 0.
CCc1ccc(-c2nn(-c3cc(Cl)ccc3[N+](=O)[O-])c(=O)c3ccccc23)cc1 was read as miR122 inh -5, PglD inh 8, PGC1a acetyl inh -2, Cneo AK release -2 and RAD54 branch -2.
CC1(C(=O)NCCc2c[nH]c3ccccc23)CCN1Cc1ccccc1OC(F)F (stereo not given) was read as miR122 inh -1, PglD inh 5, PGC1a acetyl inh 5, Cneo AK release 1, E-selectin induc -0.4, RAD54 branch -1, RAD52 anneal inh -17 and ERAP1 inh -2.
Screening CCNc1nnc(-c2ccncc2)s1 returned miR122 inh -10, PglD inh -1, PGC1a acetyl inh 5, Cneo AK release -4 and RAD54 branch -6.
`O=C(CCCn1cc([N+](=O)[O-])cn1)NC1CCCCCC1` gave PGC1a acetyl inh 2, E-selectin induc 5.0, RAD52 anneal inh -13 and ERAP1 inh 2.

Some of these compounds in order of formula weight, smallest number first.
Screening CCNc1nnc(-c2ccncc2)s1 returned miR122 inh -10, PglD inh -1, PGC1a acetyl inh 5, Cneo AK release -4 and RAD54 branch -6.
`O=C(CCCn1cc([N+](=O)[O-])cn1)NC1CCCCCC1` gave PGC1a acetyl inh 2, E-selectin induc 5.0, RAD52 anneal inh -13 and ERAP1 inh 2.
CC1(C(=O)NCCc2c[nH]c3ccccc23)CCN1Cc1ccccc1OC(F)F (stereo not given) was read as miR122 inh -1, PglD inh 5, PGC1a acetyl inh 5, Cneo AK release 1, E-selectin induc -0.4, RAD54 branch -1, RAD52 anneal inh -17 and ERAP1 inh -2.

Screens as filed in PubChem BioAssay.
